Assay outcomes (PubChem)
EPAC2 ag = activates human EPAC2 exchange factor. EPAC2 activation, biochemical qHTS; response scale: 100% = 6.5 mM cAMP response. AID 720711. Q8WZA2. 360,000 tested, 0.079% active. Potency, µM (titrated, usually from 154 µM), inactives show at the top dose activation, usual class: activators; also: potency is read from the fitted curve at half-maximal effect; nearly all actives have a fitted effect of over 50% in size
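In this primary screen, activation is scored as increased exchange of BODIPY-GDP from Rap1B by 100 nM EPAC2, with 50 uM GDP as competitor. Signal is normalized to the 6.5 mM cAMP agonist control.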
D3 ag = activates the human D3 dopamine receptor | P35462 | D3R DiscoveRx beta-arrestin cells, luminescence, 90 min | max activation, % | 410,000 tested, 0.58% active; in the data active = max activation above about 30%; also: 0% is about no effect; mostly tested at two doses, the higher about 12 µM
Target sequence (P35462 whole entry, looked up): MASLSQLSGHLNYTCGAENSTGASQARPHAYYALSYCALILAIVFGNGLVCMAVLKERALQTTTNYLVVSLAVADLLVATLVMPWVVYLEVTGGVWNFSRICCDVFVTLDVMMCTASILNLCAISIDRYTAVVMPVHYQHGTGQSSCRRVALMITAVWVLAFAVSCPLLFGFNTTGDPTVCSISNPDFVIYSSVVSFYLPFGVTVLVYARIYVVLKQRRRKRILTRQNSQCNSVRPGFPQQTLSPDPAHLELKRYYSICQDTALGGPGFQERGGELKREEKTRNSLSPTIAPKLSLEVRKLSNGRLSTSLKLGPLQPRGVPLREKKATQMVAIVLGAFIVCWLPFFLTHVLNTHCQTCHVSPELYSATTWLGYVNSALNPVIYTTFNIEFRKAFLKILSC
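Cells at 1500/well, incubated overnight, then treated with pinned compounds (dopamine as control) for 90 min at 37 degrees C. DiscoveRx reagent added for 30 - 60 minutes at room temperature; luminescence read.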
TDP43 rescue = rescues yeast growth from TDP-43 toxicity | Potency, µM (highest dose often 46.1 µM), for the others: at the top dose growth rescue (activation), hits mostly activators | 410,000 tested, 1.8% active | TDP-43 expressing yeast growth rescue, BacTiter-Glo, 24 h | AID 652104; also: potency is read from the fitted curve at half-maximal effect; % of control where 0% means no effect; nearly all actives have a fitted effect of over 50% in size
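Yeast expressing TDP-43 (pregrown in raffinose, seeded at OD600=0.02 in galactose medium) exposed to compounds 24 hr at 30 deg C. Growth read by BacTiter-Glo luminescence; rescue of toxicity appears as increased signal.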
FUS suppressor = FUS proteinopathy suppression in yeast | S. cerevisiae FUS-expressing, growth rescue, OD600, 24 h | Potency, µM (top dose mostly 76.6 µM), for the others: at the highest dose growth rescue (activation), hits mostly activators | AID 1347120 | 390,000 tested, 0.24% active;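 also: potency is read from the fitted curve at half-maximal effect; plate controls were DMSO vehicle for no effect and reference control for full effect; nearly all actives have a fitted effect of over 55% in size; some results filed as inactive show a strong effect at the top dose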
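S. cerevisiae expressing FUS from galactose induction served as the toxicity model. Growth after 24hr at 30C, read as absorbance at 600 nm, indicates suppression of toxicity; compounds dosed at several concentrations.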
Abeta yeast res = A-beta toxicity reversal in yeast; yeast expressing A-beta42, growth rescue, OD600, 48 h; response scale: 0% DMSO, 100% iron-clioquinol control; Potency, µM (doses to about 46.1 µM), for inactives: top-dose growth rescue, usual class: activators; 410,000 tested, 0.063% active; AID 1347071; also: potency is read from the fitted curve at half-maximal effect; nearly all actives have a fitted effect of over 55% in size
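Yeast growth medium received pinned compounds, then yeast cells expressing toxic A-beta were added; plates incubated at 30 C for 48 hr. Growth read as absorbance at 600 nm, normalized to DMSO and equimolar FeCl3 plus clioquinol controls.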
aSyn rescue = inhibitors of alpha-synuclein toxicity in yeast. 370,000 tested, 0.14% active. Potency, µM (highest dose often 46.1 µM), without a hit: top-dose growth rescue (activation), most hits filed as activators. Yeast expressing alpha-synuclein, growth rescue, BacTiter-Glo, 24 h; also: potency is read from the fitted curve at half-maximal effect; % of control where 0% means no effect; nearly all actives have a fitted effect of over 65% in size
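Rescue of yeast growth: cells expressing toxic alpha-synuclein, induced in galactose at OD600 0.02, incubated with compound 24 h at 30 C. ATP luminescence quantified growth; inhibitors of toxicity appear as activators.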
EPAC2 antagonist = blocks human EPAC2 exchange factor; Potency, µM (highest dose often 114 µM), for the others: top-dose activity, negative = inhibition, most hits filed as inhibitors; Q8WZA2; 360,000 tested, 0.18% active; EPAC2 GEF exchange of Rap1B-BODIPY-GDP, fluorescence; AID 720708; also: potency is read from the fitted curve at half-maximal effect; % is scaled to controls: 0 for no effect and ±100 for the full control effect; nearly all actives have a fitted effect of over 45% in size; many of its hits are not listed in these tables
D3 antag = D3 dopamine receptor (human) antagonism; P35462; max response, negative = inhibition, %; D3R cells, DiscoveRx beta-arrestin luminescence, antagonist mode; stronger effect = lower value; 360,000 tested, 2.5% active; AID 652054; in the data active = max response below about -50%; inconclusive = no clear call, values can overlap the other calls; also: % is scaled to controls: 0 for no effect and ±100 for the full control effect; mostly tested at two doses, the higher about 12 µM
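Cells expressing the human receptor were seeded at 1500 cells/well, incubated overnight at 37 degrees C in 5% CO2, then exposed to library compounds with dopamine controls for 90 minutes at 37 degrees C before luminescent detection.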
Numbers without * were called inactive; ? = inconclusive; nt = no result given; [ ] = dose if it differs, or a comment. Unless noted, calls follow the shape of the dose curve; as a rule, active = well fitted curve in the direction sought with a large enough effect; inconclusive = small, poorly fitted or top-dose-only effect, or another doubt; inactive = no such curve, though single readings can be large; an effect the other way counts as inactive or inconclusive.

Molecule	EPAC2 ag	D3 ag	TDP43 rescue	FUS suppressor	Abeta yeast res	aSyn rescue	EPAC2 antagonist	D3 antag
CC(=O)c1ccc2c(c1)CCN2	6%	-5	-22%	nt	-9%	-8%	-6%	-10
CCc1ccc(/C=N/Nc2nn[nH]n2)cc1	4%	-3	12%	23%	2%	10%	-5%	9
CC(Oc1ccccc1)C(=O)Nc1cc(Cl)ccc1-n1cncn1 (stereo unspecified)	4%	-11	-10%	0%	0%	19%	13%	0
Cc1ccc(-n2c(SCC(=O)O)nc3c(sc(=S)n3-c3ccc(C)c(C)c3)c2=O)cc1	-15%	0	22%	23%	-16%	8%	?	7
CC(=N\Nc1ccc(Cl)cc1)/C(=N/O)C(=O)Nc1ccccc1	-10%	0	18%	-11%	-9%	17%	-13%	0
O=C(C1CCN(S(=O)(=O)c2cccc3nsnc23)CC1)N1CC=C(c2ccccc2)CC1	7%	2	5%	36%	-5%	1%	-5%	19
CC(=O)Nc1ccc(NC(=O)COc2ccc3c(c2)CCC3)cc1	4%	-1	23%	-42%	6%	2%	2%	-8
CN(CC(=O)Nc1ccc2c(c1)OCCO2)S(=O)(=O)c1ccc(Br)s1	16%	-5	28%	-8%	-21%	4%	-14%	-25
COC(=O)c1ccccc1S(=O)(=O)N1CCC(C(=O)NC2=NCCS2)CC1	9%	-3	16%	3%	-7%	-2%	5%	-7
CC(C)(O)C(=O)NNC(=S)Nc1ccc(F)c(Cl)c1	6%	-4	25%[9.22 µM]	-4%	2%	-84%[inhibitor]	1%	-15
CN1CCCN(Cc2nc(-c3ccc(Cl)cc3)no2)CC1	5%	2	-16%	18%	-7%	-5%	-1%	-10
CCOC(=O)N1CCN(C(=O)COC(=O)Cc2ccc(Cl)cc2)CC1	5%	11	2%	-20%	-20%	-1%	-3%	-9
OCC1CCN(Cc2nc(Cc3ccccc3Cl)no2)CC1	8%	3	-6%	9%	-16%	0%	1%	0
CCc1nnc(NC(=O)CSc2nnc(-c3ccco3)o2)s1	3%	7	-11%	21%	-3%	-7%	3%	-7
COc1ccc(N2CCN(C(=O)CSc3nnc(Cn4nnc5ccccc54)n3C)CC2)cc1	4%	4	4%	8%	11%	9%	-4%	9
COC/C=C/C1=CC2=CC(=O)C(C)(OC(=O)c3cnc4ccccc4n3)C(=O)C2=CN1CCN1CCOCC1 (stereo unspecified)	3%	2	12%	12%	-9%	-15%	5%	20
CCCCn1nnnc1SCC(=O)Nc1sc2c(c1C#N)CCCC2	3%	6	-10%	22%	-4%	25%	-5%	-10
COc1cc(CC(=O)OCC(=O)N2CCCCC2)cc(OC)c1OC	-7%	11	0%	9%	-2%	4%	-2%	18
Cc1cc(=O)c2ccccc2s1	4%	-6	-21%	3%	20%	0%	5%	-19
O=C(CN1CCCC1)Nc1ccc(F)c(Cl)c1	3%	-20	-12%	2%	1%	-2%	-2%	-28
COc1ccc(CNC(=O)c2cccnc2Sc2ccc(C)c(C)c2)cc1	-5%	1	9%	-1%	11%	1%	-5%	-9
O=C(Nc1ccccc1OC(F)F)C1CCCN1C(=O)c1cccs1 (stereo unspecified)	-1%	2	3%	0%	3%	-9%	11%	-11
CN1CCN(C(c2ccc(F)cc2)c2sc3nc(-c4ccco4)nn3c2O)CC1 (stereo unspecified)	nt	4	23%	-19%	9%	nt	nt	nt
COc1ccc(C(=O)NCCNC(=O)c2cc(OCC(F)(F)F)ccc2OCC(F)(F)F)cc1	-1%	5	0%	-2%	17%	4%	-9%	9
CCCC(=O)Nc1ccc(N2CCN(C(=O)c3ccccc3C)CC2)cc1	5%	0	?	0%	-4%	-17%	4%	0
O=C(Nc1ccccn1)c1ccc(Br)s1	8%	2	6.3µM*	6%	-6%	-7%	0%	-5
O=C(c1cccc(NS(=O)(=O)c2ccccc2)c1)N1CCCC1	7%	-4	-5%	2%	3%	-3%	-12%	6
CCc1noc(C)c1C(=O)Nc1nc(-c2cc(C)ccc2C)c(C)s1	-1%	1	-2%	52%	13%	8%	-21%	24
S=c1[nH]c2cnccc2n1Cc1ccccc1	1%	-4	-5%	6%	-3%	9%	-9%	-1
Cc1nn(-c2ccccc2)c(C)c1[N+](=O)[O-]	3%	13	-4%[0.397 µM]	-1%	-15%	5%	-12%	20

The closing two entries of the part above lead into the next.
Molecule	EPAC2 ag	D3 ag	TDP43 rescue	FUS suppressor	Abeta yeast res	aSyn rescue	EPAC2 antagonist	D3 antag
S=c1[nH]c2cnccc2n1Cc1ccccc1	1%	-4	-5%	6%	-3%	9%	-9%	-1
Cc1nn(-c2ccccc2)c(C)c1[N+](=O)[O-]	3%	13	-4%[0.397 µM]	-1%	-15%	5%	-12%	20
CC(=O)/C(N=Nc1cc2c(c([N+](=O)[O-])c1C)C(C)(C)CC2(C)C)=C(\C)O	8%	34*	10%	-4%	20%	-8%	-5%	21
CCNC(=S)N1CCc2cc(OC)c(OC)cc2C1COc1ccc(OC)cc1 (stereo unspecified)	4%	2	5%	11%	9%	7%	-7%	-9
Cc1nn(-c2cc(N3CCNCC3)ccc2[N+](=O)[O-])c(=O)c2ccccc12	8%	-15	-10%	25%	-3%	-7%	0%	-24
O=S(=O)(CCCc1ccccc1)c1ncn[nH]1	2%	-11	-5%	-9%	6%	4%	-1%	31
CC1(C)CC(=O)C(C=NCCN2CCN(CCCCS(=O)(=O)O)CC2)=C(O)C1	6%	0	1%	2%	1%	0%	6%	-11
Cc1cccc(C(=O)N/C(=C\c2ccc(C)o2)C(=O)O)c1	10%	-2	-4%	-19%	13%	10%	5%	-7
Cc1cccc(-c2nc3ccccc3c(=O)n2NC(=O)/C=C/c2ccc([N+](=O)[O-])cc2)c1	14%	7	18%	30%	31%	2%	-5%	7
COc1ccc(S(=O)(=O)N(C)CC(=O)NCc2ccccc2)cc1OC	7%	4	-13%	6%	0%	-7%	-3%	3
COc1ccc2oc(C)c(C(=O)c3ccccc3)c2c1	15%	13	11%	1%	-19%	6%	?	5
O=C(Nc1ccc(O)cc1C(=O)O)c1cccs1	7%	-2	1%	14%	-17%	0%	-12%	10
CSc1cccc(-n2c(C)cc(C(N)=O)c2C)c1	-2%	3	8%	24%	14%	5%	-3%	7
CC1CCCCC1NC(=O)C(=O)NCC1CCCO1 (stereo unspecified)	7%	-5	-3%	16%	-2%	0%	-8%	-20
C=CCN(CC(=O)NCC1CCCO1)C(=O)CCC(=O)Nc1cc(C)on1 (stereo unspecified)	2%	-4	22%	11%	-2%	-9%	9%	-2
COc1ccc(CNCCC(c2ccc(C)cc2)c2ccco2)cc1 (stereo unspecified)	nt	-18	19%	1%	-35%[inhibitor]	nt	nt	nt
Cn1c(=O)oc2cc(S(=O)(=O)N3CCN(Cc4ccc5c(c4)OCO5)CC3)ccc21	2%	2	4%	-2%	10%	nt	-7%	15
C=CC[C@H](CC(=O)NCCO)C(=O)NC[C@@H](OC(=O)[C@@H](CC=C)CC(=O)OC(C)(C)C)c1ccccc1	1%	6	8%	35%	9%	-6%	-4%	2
COc1ccc(-c2ccc(CN3C(C)C(=O)N(Cc4cn(CCC5OCCO5)nn4)CCS3(=O)=O)cc2)cn1 (stereo unspecified)	4%	-8	23%	31%	0%	2%	13%	-29
COc1ccc(-c2cnnn2-c2ccc(NC(=O)c3ccc(S(=O)(=O)N(C)C)cc3)cc2)cc1	nt	9	0%	14%	-17%	nt	nt	nt
Cc1ccc([C@H]2C[C@@H](n3cc(C4CC4)nn3)[C@H](O)CN2CC2CCCCC2)cc1	17%	-1	0%	8%	9%	6%	-21%	1
C=CCSc1nnc(Cn2c(=O)sc3ccccc32)n1C	3%	4	10%	-9%	7%	0%	0%	6
COc1ccccc1C(=O)Nc1ccccc1C(=O)OCc1cc(=O)n2c(C)csc2n1	nt	-12	8%	5%	2%	nt	nt	nt
O=C(N/N=C\c1ccc(CN(Cc2ccc(Cl)cc2)S(=O)(=O)c2ccccc2)o1)C(=O)Nc1ccc(F)cc1	-4%	2	1%	6%	0%	-2%	2%	12
S=C(Nc1cccnc1)N1CCc2ccccc21	1%	-1	-1%	-12%	4%	10%	-4%	31
CN(C)c1ccc(CNc2ccc3c(c2)ncn3C)cc1	8%	-8	-16%	17%	0%	6%	-2%	9
COc1ccc([N+](=O)[O-])cc1N(CC(=O)Nc1ccccc1C(=O)N1CCOCC1)S(C)(=O)=O	6%	3	20%	nt	-2%	0%	3%	-17
COc1ccc(Cl)cc1NC(=O)CCN1CCOCC1	6%	0	-6%	10%	-6%	-6%	6%	-5

Molecules above with an aryl thioether with sulfur outside any ring:
Molecule	EPAC2 ag	D3 ag	TDP43 rescue	FUS suppressor	Abeta yeast res	aSyn rescue	EPAC2 antagonist	D3 antag
Cc1ccc(-n2c(SCC(=O)O)nc3c(sc(=S)n3-c3ccc(C)c(C)c3)c2=O)cc1	-15%	0	22%	23%	-16%	8%	?	7
CCc1nnc(NC(=O)CSc2nnc(-c3ccco3)o2)s1	3%	7	-11%	21%	-3%	-7%	3%	-7
COc1ccc(N2CCN(C(=O)CSc3nnc(Cn4nnc5ccccc54)n3C)CC2)cc1	4%	4	4%	8%	11%	9%	-4%	9
CCCCn1nnnc1SCC(=O)Nc1sc2c(c1C#N)CCCC2	3%	6	-10%	22%	-4%	25%	-5%	-10
COc1ccc(CNC(=O)c2cccnc2Sc2ccc(C)c(C)c2)cc1	-5%	1	9%	-1%	11%	1%	-5%	-9
CSc1cccc(-n2c(C)cc(C(N)=O)c2C)c1	-2%	3	8%	24%	14%	5%	-3%	7
C=CCSc1nnc(Cn2c(=O)sc3ccccc32)n1C	3%	4	10%	-9%	7%	0%	0%	6

A portion of the library; rates above refer to the full screens.
